HepG2 viability: counter-screen for TGF-b inhibitors: cytotoxicity in HepG2 cells; HepG2 CAGA-GFP viability, ATP luminescence, 18 h; Potency, µM (series often up to 46.1 µM), inactives show top-dose activity change, negative = cytotoxicity, actives largely listed as cytotoxic; actives 0.76% (n = 410,000); AID 588856; further: some results filed as inactive show a strong effect at the top dose
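HepG2 CAGA-GFP cells (1000/well, DMEM with 1% FBS) received compound, then TGF-beta at 500 pg/mL final, and were incubated 18 hours at 37 degrees C. Viability was read by CellTiter-Glo luminescence. Media-only wells were set as complete cell-killing and DMSO as no toxicity.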
A549 viability: counter-screen for Nrf2 inhibitors: cytotoxicity in A549 cells. A549 ARE-Fluc cells, CellTiter-Fluor viability, 18-24 h. Potency, µM (titrated, usually from 46 µM), inactives show at the top dose activity change, negative = cytotoxicity, actives largely listed as inhibitors. actives 0.16% (n = 390,000); further: on the % scale 0 is the no-effect control and ±100 the full control effect
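A549 ARE_Fluc cells in 5% FBS OPTI-MEM were exposed to compounds in concentration-response for 18-24 h at 37 deg C. Viability was read by CellTiter-Fluor fluorescence (Ex 405/Em 525) after 30 min, before the luciferase read.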
ATXN viability: cell viability loss in ATXN counter-screen. AID 651635. actives 0.49% (n = 400,000). Potency, µM (doses to about 56.7 µM), actives largely listed as cytotoxic. S2 cells (HEK-293 line with an ATXN2-luciferase reporter) viability, CellTiter-Fluor protease fluorescence, 24 h; further: nearly all actives have a fitted effect of over 40% in size
MCF10A rereplic: DNA re-replication induction in MCF 10a cells; actives 2.9% (n = 350,000); Potency, µM (doses to about 46.1 µM), inactives show at the highest dose activity, positive = re-replication, hits mostly activators; MCF 10A DNA re-replication, Hoechst nuclear intensity, 48 h; further: % of control where 0% means no effect; nearly all actives have a fitted effect of over 50% in size
Nrf2 inh: Nrf2 pathway inhibition; A549 ARE-Fluc reporter, luciferase luminescence, 18-24 h; Potency, µM (titrated, usually from 46 µM), for the others: at the highest dose activity change, negative = inhibition, usual class: inhibitors; actives 2.1% (n = 360,000); AID 504444; further: on the % scale 0 is the no-effect control and ±100 the full control effect; nearly all actives have a fitted effect of over 60% in size
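Concentration-response testing used A549 ARE_Fluc cells at 5000 cells/well. Following an 18-24 h compound incubation, viability was read by fluorescence (Ex 405/Em 525) and luciferase output by luminescence.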
TGFb SMAD3 inh: TGF-b pathway inhibition | HepG2 CAGA-GFP TGF-b/SMAD3 reporter, GFP fluorescence, 18 h; TGF-beta stimulated, 500 pg/mL final | Potency, µM (series often up to 46.1 µM), for inactives: at the top dose activity, negative = inhibition, most hits filed as inhibitors | actives 1.2% (n = 410,000) | AID 588855; further: on the % scale 0 is the no-effect control and ±100 the full control effect; nearly all actives have a fitted effect of over 65% in size
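Using HEPG2 CAGA-GFP reporter cells at 1000 cells/well, we pinned test compounds, stimulated with recombinant TGF-beta (500 pg/mL final) and measured total well GFP after 18 h.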
Nrf2 ARE act: Nrf2 pathway activation; AREc32 ARE-luciferase reporter (MCF7-derived line), luminescence, 24 h; Potency, µM (titrated, usually from 46.1 µM), without a hit: top-dose activation, usual class: activators; actives 0.31% (n = 410,000); further: % of control where 0% means no effect; nearly all actives have a fitted effect of over 65% in size
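AREc32 cells carrying an ARE-driven firefly luciferase reporter were seeded at 1000 cells/well in OPTI-MEM with 5% FBS, then exposed to compound for 24 hr at 37 deg C. Luminescence was read with Steady-Glo after 30 min at RT.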
EPAC2 antagonist: antagonists of human EPAC2; Q8WZA2; EPAC2 GEF exchange of Rap1B-BODIPY-GDP, fluorescence; Potency, µM (series often up to 114 µM), inactives show at the top dose activity, negative = inhibition, hits mostly inhibitors; actives 0.18% (n = 360,000); further: on the % scale 0 is the no-effect control and ±100 the full control effect; nearly all actives have a fitted effect of over 45% in size; many of its hits are not listed in these tables
Target sequence (Q8WZA2 whole entry, looked up): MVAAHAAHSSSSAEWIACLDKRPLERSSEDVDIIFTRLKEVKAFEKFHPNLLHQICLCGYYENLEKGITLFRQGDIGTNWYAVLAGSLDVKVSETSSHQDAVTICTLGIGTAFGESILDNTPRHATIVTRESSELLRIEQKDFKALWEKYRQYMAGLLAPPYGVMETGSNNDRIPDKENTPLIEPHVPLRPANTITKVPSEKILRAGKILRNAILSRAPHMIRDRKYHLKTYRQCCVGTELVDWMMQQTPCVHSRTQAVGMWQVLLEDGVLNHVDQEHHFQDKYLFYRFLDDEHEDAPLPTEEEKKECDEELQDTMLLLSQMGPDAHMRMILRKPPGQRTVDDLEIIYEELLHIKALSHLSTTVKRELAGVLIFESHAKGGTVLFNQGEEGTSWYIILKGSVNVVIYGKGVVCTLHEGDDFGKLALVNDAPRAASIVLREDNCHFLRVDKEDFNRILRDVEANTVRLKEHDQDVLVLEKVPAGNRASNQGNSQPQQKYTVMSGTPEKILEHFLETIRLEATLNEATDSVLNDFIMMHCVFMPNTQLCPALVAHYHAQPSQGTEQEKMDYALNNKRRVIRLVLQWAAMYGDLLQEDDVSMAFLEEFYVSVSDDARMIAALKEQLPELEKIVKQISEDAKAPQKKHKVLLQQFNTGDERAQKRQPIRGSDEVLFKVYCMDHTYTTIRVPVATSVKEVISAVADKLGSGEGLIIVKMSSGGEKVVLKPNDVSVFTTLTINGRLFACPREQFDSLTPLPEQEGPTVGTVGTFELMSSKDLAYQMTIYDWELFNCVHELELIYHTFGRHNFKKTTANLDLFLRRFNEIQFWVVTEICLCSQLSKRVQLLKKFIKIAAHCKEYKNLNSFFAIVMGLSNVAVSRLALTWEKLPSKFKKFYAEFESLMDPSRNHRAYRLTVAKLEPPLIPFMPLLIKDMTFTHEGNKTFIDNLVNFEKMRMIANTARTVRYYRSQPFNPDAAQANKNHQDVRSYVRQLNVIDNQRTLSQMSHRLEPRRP
ATXN2 expr inh: reduces ATXN2 reporter expression in HEK-293 cells; AID 1745845; actives 0.72% (n = 360,000); Potency, µM (series often up to 57 µM), for the others: top-dose activity change, negative = inhibition, hits mostly inhibitors; HEK-293 ATXN2-luciferase reporter, luminescence, 24 h; further: on the % scale 0 is the no-effect control and ±100 the full control effect; nearly all actives have a fitted effect of over 55% in size
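ATXN2-luciferase reporter cells (luciferase flanked by upstream and downstream ATXN2 gene portions) were treated 24 h at 37 °C with compounds at up to 57 uM. SteadyGlo luminescence gave expression; GF-AFC fluorescence gave viability.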
* marks the source's active call; other numbers are inactive results; i = inactive; ? = inconclusive; · = not tested or not shown; & = joins results of further samples; [ ] = another dose, or the depositor's remark. The call rests on the fitted dose curve; in most records, active means well fitted curve in the direction sought with a large enough effect; inconclusive means small, poorly fitted or top-dose-only effect, or another doubt; inactive means no such curve, though single readings can be large; an effect the other way counts as inactive or inconclusive. Potency means the concentration at half of the fitted maximal effect. Only part of the results is shown; rates above refer to the full screens.

item	SMILES	HepG2 viability	A549 viability	ATXN viability	MCF10A rereplic	Nrf2 inh
1	COC(=O)c1c(-c2ccccc2)c(-c2ccccc2)nn(C)c1=O	-4%&-19%	-2%&11%	?	-6%	-22%
2	CCN(c1ccccc1)S(=O)(=O)c1ccc(OC)c(NC(=O)c2cccs2)c1	-9%	-1%	i	?	?
3	Cc1nn(CC(=O)N2CCOCC2)c(=O)c2nn(-c3ccccc3)c(C)c12	2%	-1%	i	-2%	1%
4	Cc1ccc(C(=O)NCCNC(=O)c2ccco2)cc1C	7%	-1%	i	0%	-7%
5	COCCOc1ccc(C(F)(F)F)cc1NC(=O)c1ccc(F)cc1	4%	-2%	i	3%	10%
6	CCN1CCN(c2oc(-c3ccc(COc4ccc(OC)cc4)o3)nc2C#N)CC1	-36%	-16%	i	·	-26%
7	CCn1cc(C2=NOC(C(=O)O)C2)c(C)n1 (centres undefined)	1%	-4%	i	-5%	-3%
8	N#Cc1ccccc1NC(=O)COC(=O)COc1ccccc1[N+](=O)[O-]	-2%	-6%	i	0%	7%
9	CCN(CC)S(=O)(=O)c1csc(C(=O)NCc2ccccc2)c1	-14%	-3%	i	0%	13%
10	COc1ccc(NC(=O)c2cc3ccccc3o2)cn1	-55%	-4%	i	4%	?
11	COc1ccccc1C(=O)NCC(=O)N/N=C(\C)Cc1ccccc1	-13%	-1%	i	-1%	13%
12	Cc1cc(NC(=O)CCC(=O)N(CC(C)C)C(C(=O)NC(C)(C)C)c2ccccc2Cl)no1 (centres undefined)	-11%	-2%	i	5%	?
13	Cc1cccc(CCNC(=O)CCNS(=O)(=O)c2cc(Br)cnc2N)c1	-1%	12%	i	-2%	10%
14	CCOc1ccc(S(=O)(=O)Nc2nc3ccccc3nc2-n2ccc(=NC(=O)c3ccccc3C)cc2)cc1	41%	-9%	·	12%	2%
15	c1ccc2c(Nc3ccc4c(c3)OCCO4)c3c(nc2c1)CCCC3	-31%	-2%	i	-7%	?

item	TGFb SMAD3 inh	Nrf2 ARE act	EPAC2 antagonist	ATXN2 expr inh
1	-2%&-26%	2.1%&4.0%	?	-2%
2	-19%	0.1%	-17%	-7%
3	-3%	-1.0%	6%	-4%
4	-13%	0.3%	3%	-9%
5	0%	4.9%	-2%	-18%
6	-4%	-0.7%	·	?
7	4%	0.1%	-2%	1%
8	4%	2.1%	6%	-18%
9	20%	1.9%	-5%	-7%
10	-21%	5.6%	-8%	17%
11	-9%	1.4%	4%	12%
12	-21%	-0.4%	-5%	12%
13	-7%	-0.9%	-5%	-1%
14	-23%	3.4%	12%	-12%
15	?	9.4%	-2%	·

From compound 9 up to 15, copied from above:
item	SMILES	HepG2 viability	A549 viability	ATXN viability	MCF10A rereplic	Nrf2 inh
9	CCN(CC)S(=O)(=O)c1csc(C(=O)NCc2ccccc2)c1	-14%	-3%	i	0%	13%
10	COc1ccc(NC(=O)c2cc3ccccc3o2)cn1	-55%	-4%	i	4%	?
11	COc1ccccc1C(=O)NCC(=O)N/N=C(\C)Cc1ccccc1	-13%	-1%	i	-1%	13%
12	Cc1cc(NC(=O)CCC(=O)N(CC(C)C)C(C(=O)NC(C)(C)C)c2ccccc2Cl)no1 (centres undefined)	-11%	-2%	i	5%	?
13	Cc1cccc(CCNC(=O)CCNS(=O)(=O)c2cc(Br)cnc2N)c1	-1%	12%	i	-2%	10%
14	CCOc1ccc(S(=O)(=O)Nc2nc3ccccc3nc2-n2ccc(=NC(=O)c3ccccc3C)cc2)cc1	41%	-9%	·	12%	2%
15	c1ccc2c(Nc3ccc4c(c3)OCCO4)c3c(nc2c1)CCCC3	-31%	-2%	i	-7%	?

item	TGFb SMAD3 inh	Nrf2 ARE act	EPAC2 antagonist	ATXN2 expr inh
9	20%	1.9%	-5%	-7%
10	-21%	5.6%	-8%	17%
11	-9%	1.4%	4%	12%
12	-21%	-0.4%	-5%	12%
13	-7%	-0.9%	-5%	-1%
14	-23%	3.4%	12%	-12%
15	?	9.4%	-2%	·

(further entries)
item	SMILES	HepG2 viability	A549 viability	ATXN viability	MCF10A rereplic	Nrf2 inh
16	COC(=O)c1ccn(CSc2cc(Cl)ccc2Cl)n1	1%	1%	i	6%	-10%
17	CCCN(CCC)C(=O)C1CCCN(S(=O)(=O)c2ccc3c(c2)oc(=O)n3C)C1 (centres undefined)	10%&3%	-14%&1%	i	-4%	2%&-10%
18	CCOC(=O)C1CCCN(C(=O)C2CCN(C(=O)Nc3ccccc3)CC2)C1 (centres undefined)	-9%	-1%	i	0%	-11%
19	COc1ccc(N2CC(C(=O)Nc3ccc(S(=O)(=O)Nc4nccs4)cc3)CC2=O)cc1 (centres undefined)	0%	4%	i	-6%	5%
20	CCC(=O)NC(NC(=S)Nc1c(C)n(C)n(-c2ccccc2)c1=O)C(Cl)(Cl)Cl (centres undefined)	-2%	10%	i	-12%	3%
21	Nc1nc(-c2ccco2)nn1C(=O)c1ccc([N+](=O)[O-])cc1	-10%	2%	i	-4%	-2%
22	CCCN(CCC)c1cc(C)nc2nc(-c3ccc(Cl)cc3)nn12	3%	0%	i	·	13%
23	Cc1c(CN2CCC(n3nccc3NC(=O)C3CCOC3)CC2)[nH]c2ccccc12 (centres undefined)	6%	-3%	?	1%	4%
24	Fc1ccc2nc(Nc3nc4c(F)cc(F)cc4s3)sc2c1	-6%	-20%	?	15µM*	?
25	O=C(CSc1c2c(nc3cc(Cl)ccc13)CCCC2)NCCN1CCOCC1	-11%	-6%	i	?	6%
26	CCOc1ccccc1NC(=O)CN1C(=O)C(=O)c2ccccc21	-4%	0%	i	·	8%
27	Cc1noc(C)c1S(=O)(=O)N1CCCCC1c1cc(C(=O)Nc2cccc3c2CCCC3)no1 (centres undefined)	0%	·	i	·	·
28	Cc1cc(O)c(/C=N/c2ccccn2)c(=O)o1	1%	-3%	i	3%	6%
29	CS(=O)(=O)N(CC(=O)NCCSCc1ccco1)c1ccc(Cl)cc1	10%	0%	i	-4%	-12%
30	CCOc1ccc2[nH]c(=O)c(CN(Cc3cccs3)Cc3nnnn3C(C)(C)C)cc2c1	1%	?	?	0%	?

item	TGFb SMAD3 inh	Nrf2 ARE act	EPAC2 antagonist	ATXN2 expr inh
16	11%	-0.6%	-8%	0%
17	4%&-24%	0.2%&-0.8%	2%	1%&-1%
18	?	0.1%	6%	4%
19	12%	0.3%	-6%	-9%
20	?	0.3%	2%	-13%
21	-15%	0.5%	3%	7%
22	3%	-0.5%	·	7%
23	9%	0.4%	5%	1%
24	?	?	1%	-2%
25	-8%	16%	-6%	-21%
26	?	5.1%	·	0%
27	25%	-0.2%	-18%	1%
28	-12%	0.9%	-3%	-2%
29	-11%	-0.6%	-3%	-2%
30	-13%	-1.0%	-4%	?

Other results:
item	SMILES	HepG2 viability	A549 viability	ATXN viability	MCF10A rereplic	Nrf2 inh
31	COc1ccc(NC(C)=O)cc1NC(=O)CN1CCN(c2ccc(F)cc2)CC1	-19%	6%	i	·	·
32	O=C(NNC(=O)c1ccccc1[N+](=O)[O-])c1csc(N2CCOCC2)n1	-4%	-1%	i	2%	-2%
33	O=C(O)CC(NS(=O)(=O)c1ccc2c(c1)OCCO2)c1ccccc1[N+](=O)[O-] (centres undefined)	-4%	-3%	i	-25%	-3%
34	CCOc1ccc(/C=N/NC(=O)c2ccccc2NC(=O)c2ccc(OC)cc2)cc1	-51%	-5%	i	1%	12%
35	CC(=O)c1cccc(NC(=O)N2CCCC2C(=O)Nc2cc(C)ccc2C)c1 (centres undefined)	1%	-2%	i	-3%	16%
36	O=C(Nc1ccccc1)C(=O)Nc1ccccn1	-45%	3%	i	-2%	?
37	CCc1c(C(=O)Nc2ccccc2)c(C)[nH]c(=S)c1C#N	-3%	-1%	i	-9%	0%
38	Cc1ccccc1-c1noc(-c2ccccc2F)n1	-8%	-1%	i	-1%	·
39	CCOc1ccccc1Oc1c(C)oc2cc(OC(=O)c3ccco3)ccc2c1=O	6%	-3%	i	6%	?
40	O=C(COC(=O)C1(c2ccc(F)cc2)CCCC1)N1CCOCC1	0%	-7%	i	1%	3%
41	O=C(NN=Cc1ccccc1Cl)c1ccc(-n2cnnn2)cc1	-8%	2%	?	3%	?
42	CCCCn1c(CNC(=O)c2cccs2)nc2ccccc21	-24%	-7%	i	3%	-20%
43	COc1cc(NC(=O)COc2ccccc2Cl)ccc1NC(=O)c1cccs1	-42%	2%	i	?	-5%
44	CCc1nc2c(OCc3cc(Cl)cc(Cl)c3)cccn2c1N(C)C(=O)c1ccccc1F	-38%	·	?	·	·
45	Nc1ccc[n+](Cc2ccccn2)c1	16%	-6%	?	-1%	?

item	TGFb SMAD3 inh	Nrf2 ARE act	EPAC2 antagonist	ATXN2 expr inh
31	?	1.0%	·	-13%
32	0%	-0.1%	6%	5%
33	-3%	2.9%	-5%	-4%
34	4%	6.8%	-6%	5%
35	-12%	0.3%	-8%	-6%
36	0%	14%	2%	-18%
37	1%	0.1%	17%	-2%
38	-8%	8.9µM*	0%	110%[activator]
39	-2%	-0.2%	-2%	-20%
40	7%	-0.8%	7%	-4%
41	30%[activator]	1.0%	-3%	·
42	-22%	8.5%	-15%	-17%
43	-9%	-2.0%	-11%	6%
44	?	-2.1%	18%	0%
45	19%	0.2%	15%	0%

Screening results as filed in PubChem.
